# Screens as filed in PubChem.
# PTHR1 agonist: PTHR1 (human) receptor agonism | Q03431 | HEK293 GP2 PTHR1 cells, GloSensor cAMP luminescence, 1 h | Potency, µM (series often up to 115 µM), inactives show at the top dose activation, hits mostly activators | 410,000 tested, 0.075% active; note: potency is the fitted concentration of half-maximal effect; nearly all actives have a fitted effect of over 55% in size; some results filed as inactive show a strong effect at the top dose; inactives centre near -15; many of its hits are not listed in these tables
# Target sequence (Q03431 whole entry, looked up): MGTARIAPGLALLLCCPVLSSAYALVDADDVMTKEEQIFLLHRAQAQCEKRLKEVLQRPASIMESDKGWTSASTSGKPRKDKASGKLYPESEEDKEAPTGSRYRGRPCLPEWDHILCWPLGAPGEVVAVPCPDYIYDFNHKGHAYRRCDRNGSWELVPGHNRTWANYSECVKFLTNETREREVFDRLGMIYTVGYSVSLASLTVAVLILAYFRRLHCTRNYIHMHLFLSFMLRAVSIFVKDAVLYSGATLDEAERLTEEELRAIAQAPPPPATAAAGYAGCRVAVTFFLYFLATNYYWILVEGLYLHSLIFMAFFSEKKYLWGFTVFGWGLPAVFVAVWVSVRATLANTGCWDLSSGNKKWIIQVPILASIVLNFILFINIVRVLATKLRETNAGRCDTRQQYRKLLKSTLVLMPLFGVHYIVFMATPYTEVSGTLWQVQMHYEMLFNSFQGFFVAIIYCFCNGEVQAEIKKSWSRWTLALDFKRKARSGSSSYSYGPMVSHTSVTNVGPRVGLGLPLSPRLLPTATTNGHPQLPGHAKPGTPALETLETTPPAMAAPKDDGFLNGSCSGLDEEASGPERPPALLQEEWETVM
#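 HEK-293-derived GP2 cells expressing PTHR1 and a GloSensor cAMP reporter, 3,000/well, plated overnight, given luciferin plus IBMX (each 0.5 mM as added) for 1 h at 37 °C, then compound for 1 h at 37 °C. Luminescence was read after 15 min at room temperature.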
# CCT chaperon mod: changes cytosolic chaperonin activity | purified chaperonin ATPase assay, HTRF ADP detection, 30 min | activity change, % (no concentration beside the values), hits read low | 360,000 tested, 0.3% active; in the data active = activity change below about -30%; note: % is set by controls: 0 for no effect and ±100 for the full control effect
#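 TRiC (40 or 20 nM final, by batch activity) in 30 mM Tris pH 7.4, 100 mM KCl, 5 mM MgCl2, 1 mM DTT was treated with compound at 76 uM single dose, then 10 uM ATP, 30 min at 37 °C. ADP was read by HTRF Transcreener.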
# Mm-Cpn inhibitor: M. maripaludis TRiC chaperonin inhibition | purified Mm-Cpn ATPase, ADP Transcreener TR-FRET | Potency, µM (top dose mostly 76.9 µM), for inactives: at the highest dose activity, negative = inhibition, hits mostly inhibitors | 330,000 tested, 0.031% active; note: potency is the fitted concentration of half-maximal effect; % is set by controls: 0 for no effect and ±100 for the full control effect; nearly all actives have a fitted effect of over 80% in size
#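 Inhibition of chaperonin ATP hydrolysis is measured as reduced ADP production, detected by competitive TR-FRET in which signal falls with ADP. Final enzyme 25 nM and ATP 10 uM, reacted 30 min at 37°C.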
# DRD3 agonist: activates the human D3 dopamine receptor; 410,000 tested, 0.58% active; P35462; D3R DiscoveRx beta-arrestin cells, luminescence, 90 min; max activation, %; in the data active = max activation above about 30%; note: 0% is about no effect; mostly tested at two doses, the higher about 12 µM
# Target sequence (P35462 whole entry, looked up): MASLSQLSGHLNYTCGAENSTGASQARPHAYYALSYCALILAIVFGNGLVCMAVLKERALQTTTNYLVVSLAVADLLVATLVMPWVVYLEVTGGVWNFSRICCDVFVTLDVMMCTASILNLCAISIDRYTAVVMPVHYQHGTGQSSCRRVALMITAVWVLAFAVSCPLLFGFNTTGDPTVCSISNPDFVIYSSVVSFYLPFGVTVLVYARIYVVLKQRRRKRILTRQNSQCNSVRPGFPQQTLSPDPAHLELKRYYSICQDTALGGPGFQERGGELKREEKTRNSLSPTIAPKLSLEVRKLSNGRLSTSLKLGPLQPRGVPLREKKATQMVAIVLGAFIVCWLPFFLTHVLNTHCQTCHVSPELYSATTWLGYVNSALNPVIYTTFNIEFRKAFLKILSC
#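 Agonist-mode cell screen: cells plated at 1500/well and incubated overnight at 37 °C, then exposed to library compounds for 90 min at 37 °C. Detection reagent was added for 30–60 min at room temperature, and luminescence was read.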
# EPAC2 ag: agonists of human EPAC2 (RAPGEF4) | Q8WZA2 | EPAC2 activation, biochemical qHTS; response scale: 100% = 6.5 mM cAMP response | Potency, µM (series often up to 154 µM), for inactives: at the top dose activation, hits mostly activators | 360,000 tested, 0.079% active; note: potency is the fitted concentration of half-maximal effect; nearly all actives have a fitted effect of over 50% in size
#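 Compounds were added across a concentration range to EPAC2 (100 nM), RAP1B-BODIPY-GDP (250 nM) and GDP (50 uM). After 5 min at room temperature, fluorescence was recorded at 5-min intervals for 30 min.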
# EPAC2 antag: blocks human EPAC2 exchange factor. Q8WZA2. 360,000 tested, 0.18% active. Potency, µM (titrated, usually from 114 µM), for inactives: top-dose activity, negative = inhibition, most hits filed as inhibitors. EPAC2 GEF exchange of Rap1B-BODIPY-GDP, fluorescence; note: potency is the fitted concentration of half-maximal effect; % is set by controls: 0 for no effect and ±100 for the full control effect; nearly all actives have a fitted effect of over 45% in size; many of its hits are not listed in these tables
# D3 antag: blocks the human D3 dopamine receptor; P35462; D3R cells, DiscoveRx beta-arrestin luminescence, antagonist mode; active compounds read low; max response, negative = inhibition, %; 360,000 tested, 2.5% active; in the data active = max response below about -50%; inconclusive = no clear call, values can overlap the other calls; note: % is set by controls: 0 for no effect and ±100 for the full control effect; mostly tested at two doses, the higher about 12 µM
#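 Cells plated overnight at 1500 cells/well, then exposed to library compounds with dopamine controls for 90 minutes at 37 degrees C. DiscoveRx reagent added for 30–60 minutes at room temperature; luminescence read, quantitative HTS format.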
# pAkt inh: blocks phosphorylation of Akt; 360,000 tested, 0.32% active; activity change, % for hits at 50 µM; Neuro2A IGF-stimulated pAkt S473 HTRF, 20 min; active compounds read low; in the data active = activity change below about -80%; inconclusive = mostly about -51% to -80%; note: % is set by controls: 0 for no effect and ±100 for the full control effect
#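 Neuro2A cells in DMEM with 0.5% FBS, overnight at 37 deg C, given compound at single 50 µM final, then IGF (6 nM final) for 20 min at 37 deg C. Lysed; phospho-Akt Ser473 by HTRF after 24 h, 665/615 ratio.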
# The depositor's hits bear a star; i = inactive; ? = inconclusive; . = not tested or not shown; & = joins results of further samples; [ ] = dose if it differs, or a comment. Unless noted, calls come from the whole dose curve; as a rule, active = well fitted curve in the direction sought with a large enough effect; inconclusive = small, poorly fitted or top-dose-only effect, or another doubt; inactive = no such curve, though single readings can be large; an effect the other way counts as inactive or inconclusive. A portion of the library, so the mix of outcomes need not match the whole.
# Under each structure: PTHR1 agonist, CCT chaperon mod, Mm-Cpn inhibitor, DRD3 agonist, EPAC2 ag, EPAC2 antag, D3 antag, pAkt inh
- CCN(CC)CCOC(=O)c1ccc(N/C=C(/C#N)c2nc(-c3ccc(OC)cc3)cs2)cc1
    ?, -3.4, -4%, -8, 8%, -16%, -17, i
- CC#CCN1c2ccccc2[C@]23C[C@@H](C(=O)OC)N(C(=O)c4ccco4)C2=NC(C(=O)OC)=C(C(=O)OC)[C@H]13
    -27%, 0.4, 0%, -21, 10%, 7%, 0, i
- CC(C)(O)C#Cc1ccc(C(=O)NCCc2ccc(S(N)(=O)=O)cc2)cc1
    i, 0.1, 1%, 30, 5%, 12%, 10, i
- CCCS(=O)(=O)c1nc(S(=O)(=O)c2ccc(C)cc2)c(N2CCC3(CC2)OCCO3)s1
    -7%, -1.2, -3%, -1, 4%, -8%, -2, i
- CCOC(=O)Cc1csc(SCc2nc3sc4c(c3c(=O)[nH]2)CCC4)n1
    i, -3.0, 1%, 9, -6%, 7%, 33, i
- Cc1nc(NCCc2ccc(O)cc2)c2nnn(Cc3ccccc3)c2n1
    -7%, 0.7, -3%, -14, -1%, 2%, -82*, i
- CCc1cc2c(=O)c(-c3ccc(F)cc3)c(C)oc2cc1OCC(=O)O
    14%, -2.5, -1%, 4, 5%, 0%, -10, i
- COc1cc(OC)c(OC)cc1/C=N/Nc1nc2ccccc2[nH]1
    i, -2.7, -5%, -7, 4%, -3%, 0, i
- COc1ccc(-c2c(C)nn3c(N4CCC(C(=O)N5CCCCC5)CC4)cc(C)nc23)cc1OC
    i, -0.5, 1%, -3, 19%, -1%, 8, i
- CCOc1ccc2[nH]c(C(=O)N/N=C/c3cccc(OC)c3OC)cc2c1
    -1%, -3.3, -1%, -1, 9%, -11%, 28, i
- Clc1ccc2ncc(-c3nnnn3-c3ccccc3)c(-c3ccccc3)c2c1
    -11%, -4.1, -7%, 1, 8%, -1%, -23, i
- N#C/C(=C(/O)COC(=O)c1ccc(O)cc1)c1nc2ccccc2[nH]1
    i, 0.1, -3%, -10, 1%, 3%, -12, i
- CCOC(=O)c1[nH]c2ccccc2c1NC(=O)CN1CCCCC1
    i, 1.3, -4%, -6, 2%, 0%, ?, i
- CCOC(=O)C1C(=O)OC(C)(C)C1C(C)C(=O)c1ccc(C)cc1 (stereo not given)
    i, -1.3, 4%[15.4 µM], 9, -11%, -4%, 7, i
- Cc1nc(NC(=O)c2cc3c(s2)CCCCC3)sc1C(=O)N(C)C
    -25%, 1.7, -6%, -7, 5%, 10%, -16, i
- COC(=O)c1c(C)oc(C)c1S(=O)(=O)NCC1CC1
    i, 3.3, -2%, 7, 1%, 21%, 7, i
- O=S(=O)(O)Sc1ccccc1
    -7%, 0.8, ., 4, 11%, -7%, 1, i
- Cc1c(S(=O)(=O)c2ccccn2)c(N)n(Cc2cccc(Cl)c2)c1C
    -14%, -1.0, -3%, -4, 5%, 5%, -2, i
- CC1CN(c2nc3ccccc3nc2SCC(=O)Nc2cccc(C(F)(F)F)c2)CC(C)O1 (stereo not given)
    -37%[inhibitor], -9.6, ., 5, -6%, -14%, 8, i
- Cc1ccc(CN2CCN(/N=C/c3ccc(O)c(O)c3)CC2)cc1
    -54%[inhibitor], -4.2, 1%, -13, 6%, -3%, -64*, i

# Carrying on:
# Under each structure: PTHR1 agonist, CCT chaperon mod, Mm-Cpn inhibitor, DRD3 agonist, EPAC2 ag, EPAC2 antag, D3 antag, pAkt inh
- CCCc1cc2c(=O)c(-c3ccc4c(c3)OCCO4)coc2cc1OS(C)(=O)=O
    -18%, 0.1, -6%, 13, -5%, 1%, 37, i
- C/C(Cn1nnc([N+](=O)[O-])n1)=N\NC(=O)c1cccc(Cl)c1
    i, -0.2, 1%, 8, 11%, -2%, -15, i
- COC(=O)Nc1nnc(-c2ccc(OC)cc2)s1
    -7%, -0.8, -1%, -2, 6%, -1%, 0, i
- N#Cc1ccc2ccn(CC(=O)NC3CCCCC3)c2c1
    i, -3.6, -6%, -1, 17%, -3%, -9, i
- CN(Cc1ccccc1)C(=O)c1ccc(NC(=O)Cc2cccc([N+](=O)[O-])c2)cc1
    -19%, -1.3, -2%, -4, 4%, -3%, 15, i
- CCCn1c2ccccc2c2nnc(SCC(=O)Nc3ncccn3)nc21
    i, -0.2, 0%, -17, 4%, 3%, -26, i
- CCc1ccc(OCC2NCCc3cc(OC)c(OC)cc32)cc1 (stereo not given)
    i, -0.3, -1%, -4, -3%, -9%, -18, .
- Cc1ccc(-c2nc(S(=O)(=O)c3ccccc3)c(SCC(=O)NCC3CCCO3)o2)cc1 (stereo not given)
    -77%[inhibitor], -0.1, -7%, 1, 1%, -9%, 12, i
- Cc1cc(C(=O)OCC(=O)NCc2ccc(Cl)cc2)c(C)o1
    -13%, 0.9, 0%, 9, 4%, 1%, 15, i
- COC(=O)Cn1c(CN2CCN(c3ccccc3F)CC2)nc2c1c(=O)n(C)c(=O)n2C
    -21%, -3.1, ., 0, -2%, -2%, 12, i
- CCC1S/C(=N/N=C/c2ccco2)N(c2ccc(F)cc2)C1=O (stereo not given)
    i, -1.4, 1%, 4, -3%, 3%, -12, i
- COc1cccc(-c2noc(CCC(=O)Nc3cccnc3)n2)c1
    -12%[57.5 µM], -0.2, 0%, -9, 5%, 5%, 0, i
- CC1CCN(S(=O)(=O)c2ccc3c(c2)c(=O)c(C(=O)NC2CCCC2)cn3C)CC1
    i, -1.1, 0%, 6, -30%, -2%, -17, i
- COc1ccc(OC)c(NC(=O)NCc2cccnc2)c1
    ?, -0.3, -13%, -7, 9%, 11%, -1, i
- Cn1c(CCNC(=O)c2ccccc2Cl)n[nH]c1=S
    i, -0.6, 0%, -4, -2%, -1%, 0, i
- CCOC(=O)c1cc(-c2ccc(F)cc2)n(CC(=O)NC(C)CC)c1C (stereo not given)
    i, -0.9, 1%, 2, -6%, -8%, 18, i
- COCCCN(C(=O)c1cc(-c2ccco2)nc2ccccc12)c1c(N)n(Cc2ccccc2)c(=O)[nH]c1=O
    -9%, -1.8, 1%, -4, 3%, -4%, 6, i
- O=C1C2C3C=CC(CC3)C2C(=O)N1c1ccccc1F (stereo not given)
    -1%, -0.3, -2%, -18, 12%, -1%, 0, i
- O=C(c1ccccc1)N1CCN(C(=O)c2cc3nc(-c4ccccc4)cc(C(F)(F)F)n3n2)CC1
    -17%, 1.3, -4%, 1, 6%, 4%, 19, i
- Cc1ccc2[nH]c(=O)c3cc(C(=O)N(C)C4CCCCC4)sc3c2c1
    -21%, -4.1, -4%, -2, 6%, 5%, -16, i

# Following part
# Under each structure: PTHR1 agonist, CCT chaperon mod, Mm-Cpn inhibitor, DRD3 agonist, EPAC2 ag, EPAC2 antag, D3 antag, pAkt inh
- Cc1cccc(NC(=S)NCC(c2cccnc2)N(C)C)c1 (stereo not given)
    i, 0.8, -1%, -3, 4%, -2%, 0, i
- CC1=C(/C=C/C(C)=C/C=C/C(C)=C\C(=O)O)C(C)(C)CCC1
    -31%[inhibitor], -0.9, ., 0, -3%, ?, 11, i
- Cc1cccc(C)c1OC1(c2ccccc2)OC(=O)c2ccccc21 (stereo not given)
    -24%, 2.2, 0%, -31, 5%, -1%, -5, i
- Cc1ccc(-c2nn(CCC(N)=O)c(=O)c3ccccc23)cc1
    -66%&-3%[inhibitor], -2.2, 3%, 1&3, 3%, 2%, 4, i
- COc1ccc(OC)c(S(=O)(=O)N2CCC(C(=O)NC3CCCC3)CC2)c1
    -20%, -1.2, -3%, -1, 2%, 4%, -10, i
- O=c1c2c3c(sc2nc(NCCO)n1-c1ccccc1)CCCC3
    i, -0.6, 0%, 4, 9%, -3%, 13, i
- O=C(CCCCCCN1C(=O)c2ccccc2C1=O)Nc1nccs1
    -36%[inhibitor], -1.6, 2%, 0, -4%, 2%, 18, i
- COc1ccc(Cc2nc3ccc(C(=O)NC(C)C)cc3o2)cc1
    -56%[inhibitor], -0.3, ., 4, 9%, -1%, 11, i
- c1ccc(NCc2nc3ccccc3n2CCOc2ccccc2)cc1
    -2%, -1.0, -1%, 4, 3%, -5%, 23, i
- CCCCn1c(N)c(N(CCC(C)C)C(=O)C2CCCO2)c(=O)[nH]c1=O (stereo not given)
    -14%, 0.5, 0%, -13, 22%, 20%, -9, i
- CCOc1ccc(C(=O)c2cc([N+](=O)[O-])ccc2N2CCOCC2)cc1
    i, -0.8, 1%, -10, 16%, -8%, -5, i
- COC(=O)c1ccc(CNC(=O)c2ccc(S(=O)(=O)N(C)c3ccccc3OC)cc2)cc1
    -37%[inhibitor], 0.5, 0%, -15, 3%, -5%, ?, i
- Cc1ccc(NC(=O)c2ccc3c(c2)nnn3C)cc1
    i, -1.2, 3%, -2, -1%, 3%, -5, i
- CCOc1ccc2nc(/N=C/c3nc(-c4ccc(Br)cc4)oc3O)sc2c1
    -24%, -2.2, -1%, -8, -4%, 5%, 0, i
- CC(=O)Nc1ccc(S(=O)(=O)N(CCO)Cc2ccccc2)cc1
    i, 0.4, 0%, -3, -2%, -1%, -12, i
- C=CCN(C(=O)OC(C)(C)C)S(=O)(=O)NCc1ccccc1
    -21%, 1.3, -1%, -7, 9%, -8%, 6, i
- CCC(C)C(NC(=O)C1CCC(C)CC1)C(=O)NC(C(=O)OC)C(C)C (stereo not given)
    0%, -0.1, -1%, -2, 8%, 6%, 0, i
- CCOc1ncccc1C(=O)NCc1cccc(OC)c1
    i, 1.4, 2%, 5, 0%, 16%, 9, i
- COC(=O)c1c(-c2ccccc2)oc2c1C(OCCO)CCC2 (stereo not given)
    0%, 0.3, ., -8, 4%, -26%, -11, i
- Nc1nc2c([N+](=O)[O-])cccc2s1
    -12%, -0.4, 1%, 0, 6%, 0%, -8, i

# The results go on.
# Under each structure: PTHR1 agonist, CCT chaperon mod, Mm-Cpn inhibitor, DRD3 agonist, EPAC2 ag, EPAC2 antag, D3 antag, pAkt inh
- COc1ccc(NC(=O)N[C@H]2C=C[C@@H](CC(=O)NC3CCC3)O[C@@H]2CO)cc1
    i, ., ., 4, 2%, 1%, 21, i
- CCOC(=O)c1sc(=S)n(-c2ccc(OC)cc2)c1C
    -9%, -1.2, 1%, 10, 2%, -13%, 3, i
- O=C(CN1CCN(Cc2ccccc2)CC1)N/N=C/c1cccnc1
    i, -36*, 0%, -10, 9%, 2%, 16, i
- COc1cccc(-c2c(C(=O)O)cc(O)c3ccc(OC)cc23)c1
    i, -2.0, ., 0, -3%, 11%, 11, i
